High-throughput results: PubChem, National Center for Advancing Translational Sciences (NCATS)
LmPK inhibitor – qHTS Assay for Inhibitors of Leishmania Mexicana Pyruvate Kinase (LmPK). purified LmPK, Kinase-Glo ATP luminescence, 1 h. AID 1721, 2009. 290,000 tested, 0.37% active. Potency, µM (titrated, usually from 57.5 µM), for the others: at the top dose activity change, negative = inhibition, usual class: inhibitors. Q27686
Target sequence (Q27686 whole entry, looked up): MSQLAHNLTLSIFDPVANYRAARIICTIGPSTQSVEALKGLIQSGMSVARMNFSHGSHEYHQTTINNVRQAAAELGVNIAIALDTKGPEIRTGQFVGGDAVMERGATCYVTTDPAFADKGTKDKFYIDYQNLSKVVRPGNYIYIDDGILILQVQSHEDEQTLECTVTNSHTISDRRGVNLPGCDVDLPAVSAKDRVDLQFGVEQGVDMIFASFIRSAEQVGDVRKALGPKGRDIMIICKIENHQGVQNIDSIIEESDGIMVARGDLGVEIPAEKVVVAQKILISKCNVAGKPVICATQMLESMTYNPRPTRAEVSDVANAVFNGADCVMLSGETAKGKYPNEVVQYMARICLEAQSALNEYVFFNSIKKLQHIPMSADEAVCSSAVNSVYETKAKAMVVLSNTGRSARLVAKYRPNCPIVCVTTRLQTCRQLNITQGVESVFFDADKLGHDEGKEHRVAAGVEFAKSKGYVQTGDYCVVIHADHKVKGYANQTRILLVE
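Purified LmPK (0.1 nM) converted ADP (0.1 mM) to ATP with PEP (0.5 mM) in imidazole buffer pH 7.2 with KCl and MgCl2, 1 h at room temperature. ATP was read by Kinase-Glo luminescence; data normalized to uninhibited and no-enzyme controls.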
Pf growth 48h – Primary qHTS for delayed death inhibitors of the malarial parasite plastid, 48 hour incubation. P. falciparum luciferase growth in erythrocytes, 48 h. Potency, µM (doses to about 28.7 µM), for the others: at the top dose activity change, negative = inhibition, usual class: inhibitors. 310,000 tested, 5.9% active
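Compounds are pin-transferred into medium, infected erythrocytes (2% hematocrit, 0.1% parasitemia final) are added, and plates sit one parasite generation at 37 C in 5% CO2. Detection reagent is then added and luminescence measured.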
Tb PYK inh – qHTS of Trypanosoma Brucei Inhibitors. TbPYK enzyme, Kinase-Glo Plus ATP luminescence, 45 min. Potency, µM (doses to about 76.8 µM), for inactives: top-dose activity, negative = inhibition, hits mostly inhibitors. 410,000 tested, 0.12% active. AID 624173, 2012; further: nearly all actives have a fitted effect of over 50% in size
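Screened from lowest to highest concentration, compounds were pinned into TbPYK/substrate mixtures, and ADP (130 uM final) was added. Plates sat at room temperature for 45 min prior to Kinase-Glo Plus detection by luminescence.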
HCV inh – qHTS Assay for Inhibitors of Hepatitis C Virus (HCV). Huh7.5.1 HCVcc-Cre infection, luciferase reporter, 44 h. Potency, µM (series often up to 41.8 µM), for inactives: at the top dose activity change, negative = inhibition, actives largely listed as inhibitors. 340,000 tested, 3.4% active. AID 651820, 2012
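Antiviral activity was scored by luciferase reporter output from cells infected with HCVcc-Cre (~0.5 moi) in presence of compound, 44 h infection period, cells seeded 1,000/well 4 h prior.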
Pf growth 96h – Primary qHTS for delayed death inhibitors of the malarial parasite plastid, 96 hour incubation. P. falciparum luciferase reporter growth, 96 h. Potency, µM (top dose mostly 28.7 µM), for inactives: at the top dose activity change, negative = inhibition, hits mostly inhibitors. 320,000 tested, 6.9% active
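Cell-based qHTS: luciferase-tagged P. falciparum in erythrocytes (2% hematocrit, 0.05% parasitemia final) incubated with compounds for 96 hours, 37 C, 5% CO2; luciferase detection reagent then added and luminescence measured.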
Sm TGR inh – qHTS Assay for the Inhibitors of Schistosoma Mansoni Peroxiredoxins. purified TGR, DTNB reduction, TNB absorbance 405 nm. Potency, µM (doses to about 114 µM), without a hit: top-dose activity change, negative = inhibition, hits mostly inhibitors. 360,000 tested, 3% active. AID 485364, 2010; further: nearly all actives have a fitted effect of over 60% in size
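Kinetic colorimetric format: TGR-catalysed, NADPH-driven DTNB reduction monitored via TNB absorbance. Enzyme dispensed at 20 nM; compound exposure 15 min at room temperature before reaction start.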
An asterisk follows results filed as active; & = joins results of further samples; [ ] = another dose, or the depositor's remark. The call rests on the fitted dose curve; in most records, active means well fitted curve in the direction sought with a large enough effect; inconclusive means small, poorly fitted or top-dose-only effect, or another doubt; inactive means no such curve, though single readings can be large; an effect the other way counts as inactive or inconclusive. On the % scale 0 is the no-effect control and ±100 the full control effect; potency means the concentration at half of the fitted maximal effect.

Screening COc1ccc(OCc2nnc(SCC(=O)N3c4ccccc4Sc4ccc(Cl)cc43)o2)cc1 returned LmPK inhibitor 4%, Pf growth 48h inconclusive, Tb PYK inh 3%, HCV inh inconclusive, Pf growth 96h inconclusive and Sm TGR inh 8%.
COc1cccc(CC(NC(C)=O)C(=O)NC2CCN(S(=O)(=O)c3ccc4ccccc4c3)CC2)c1 (stereo unspecified) was read as LmPK inhibitor -4%, Tb PYK inh inconclusive, HCV inh -2%, Pf growth 96h inconclusive and Sm TGR inh -7%.
O=C(Cn1cc(C(=O)c2ccccc2F)c2ccccc21)NCc1ccco1 was read as LmPK inhibitor 4%, Pf growth 48h 5%, Tb PYK inh -3%, HCV inh inconclusive, Pf growth 96h 15% and Sm TGR inh -8%.
For CCOC(=O)/C=c1\s/c(=C(\C#N)C(=O)NC)n(-c2ccccc2)c1=O the results were LmPK inhibitor -8%, Pf growth 48h 33%[activator], Tb PYK inh -10%, HCV inh 4%, Pf growth 96h 43%[activator] and Sm TGR inh -5%.
For CCCN(C(=O)c1ccc(S(=O)(=O)N2CCCC2)cc1)C1CCS(=O)(=O)C1 (stereo unspecified) the results were Pf growth 48h inconclusive, Tb PYK inh 0%, HCV inh 2%, Pf growth 96h 1% and Sm TGR inh -4%.
O=C(CSc1nnc(-c2ccco2)n1Cc1ccccc1)c1ccc(F)cc1 was read as LmPK inhibitor 5%, Pf growth 48h inconclusive, Tb PYK inh -26%, HCV inh 2%, Pf growth 96h 72%[activator] and Sm TGR inh inconclusive.
CCOc1cc(-c2c(C#N)c(N)nc3c2CCc2ccccc2-3)ccc1O was read as LmPK inhibitor 3%, Pf growth 48h inconclusive, Tb PYK inh -3%, HCV inh inconclusive, Pf growth 96h -4% and Sm TGR inh -15%.
For CCOC(=O)c1c(O)cc(C)[nH]c1=O the results were LmPK inhibitor -6%&-1%, Pf growth 48h 13%&0%, Tb PYK inh 0%, HCV inh 18%, Pf growth 96h 40%&-17%[activator] and Sm TGR inh 5%&10%.
Screening C(=C\c1nc(-c2ccncc2)no1)/c1ccccc1 returned LmPK inhibitor 1%, Pf growth 48h -2%, Tb PYK inh 4%, HCV inh -12%, Pf growth 96h 19% and Sm TGR inh 7%.
`O=C1ON=C(c2ccccc2)/C1=C/c1ccc(O)cc1` gave LmPK inhibitor 0%, Pf growth 48h -2%, Tb PYK inh inconclusive, HCV inh 8%, Pf growth 96h -22% and Sm TGR inh inconclusive.
CC1Cc2ccccc2N1C(=O)CCn1cccn1 (stereo unspecified) was read as LmPK inhibitor -1%, Pf growth 48h -2%, Tb PYK inh 3%, HCV inh 8%, Pf growth 96h 7% and Sm TGR inh -2%.
Screening COc1ccc(C(=O)N(C)C2(C)CCS(=O)(=O)C2)cc1OC (stereo unspecified) returned Pf growth 48h 3%, Tb PYK inh -3%, HCV inh 3%, Pf growth 96h -14% and Sm TGR inh -6%.
For Cc1oc(-c2ccc(Cl)cc2)nc1CS(=O)CC(=O)NCc1cccs1 (stereo unspecified) the results were LmPK inhibitor 19%, Tb PYK inh 1%, HCV inh -2%, Pf growth 96h inconclusive and Sm TGR inh inconclusive.
O=C(Nc1c(F)cc(F)cc1Br)c1cc(-c2ccccc2)on1 was read as LmPK inhibitor 13%, Pf growth 48h 51%[activator], Tb PYK inh 3%, HCV inh inconclusive, Pf growth 96h 1% and Sm TGR inh -22%.
For CCCc1nnc(NC(=O)CCS(=O)(=O)c2ccccc2)s1 the results were LmPK inhibitor -7%, Pf growth 48h -23%, Tb PYK inh -1%, HCV inh -16%, Pf growth 96h 33%[activator] and Sm TGR inh inconclusive.
`NS(=O)(=O)c1ccc(CCNC(=O)COC(=O)c2cc([N+](=O)[O-])ccc2N2CCOCC2)cc1` gave Pf growth 48h inconclusive, Tb PYK inh 6%, HCV inh 1%, Pf growth 96h 17% and Sm TGR inh -18%.
Screening C=CCN(CC=C)S(=O)(=O)c1ccc(F)cc1 returned LmPK inhibitor 0%, Pf growth 48h 10%, Tb PYK inh 0%, HCV inh 24% and Sm TGR inh inconclusive.
`CC(C)CN1CCNC(=O)C1CC(=O)NCc1cnn(-c2cccc(F)c2)c1` (stereo unspecified) gave LmPK inhibitor 4%, Pf growth 48h -8%, Tb PYK inh 1%, HCV inh 8%, Pf growth 96h -1% and Sm TGR inh inconclusive.
`C/C(=N\NC(=O)COc1ccccc1-c1ccccc1)c1cccnc1` gave LmPK inhibitor 7%, Pf growth 48h inconclusive, Tb PYK inh -1%, HCV inh inconclusive, Pf growth 96h -16% and Sm TGR inh -10%.
COc1cccc(CN(C)C(=O)CNC(=O)c2cccs2)c1OC was read as Pf growth 48h 6%, Tb PYK inh 0%, HCV inh 2%[8.37 µM], Pf growth 96h 7% and Sm TGR inh 3%.

In the list so far, two contain four or more nitrogen atoms:
`NS(=O)(=O)c1ccc(CCNC(=O)COC(=O)c2cc([N+](=O)[O-])ccc2N2CCOCC2)cc1` gave Pf growth 48h inconclusive, Tb PYK inh 6%, HCV inh 1%, Pf growth 96h 17% and Sm TGR inh -18%.
`CC(C)CN1CCNC(=O)C1CC(=O)NCc1cnn(-c2cccc(F)c2)c1` (stereo unspecified) gave LmPK inhibitor 4%, Pf growth 48h -8%, Tb PYK inh 1%, HCV inh 8%, Pf growth 96h -1% and Sm TGR inh inconclusive.

Structures listed so far with a furan ring, fused or not, in the order listed:
O=C(Cn1cc(C(=O)c2ccccc2F)c2ccccc21)NCc1ccco1 was read as LmPK inhibitor 4%, Pf growth 48h 5%, Tb PYK inh -3%, HCV inh inconclusive, Pf growth 96h 15% and Sm TGR inh -8%.
O=C(CSc1nnc(-c2ccco2)n1Cc1ccccc1)c1ccc(F)cc1 was read as LmPK inhibitor 5%, Pf growth 48h inconclusive, Tb PYK inh -26%, HCV inh 2%, Pf growth 96h 72%[activator] and Sm TGR inh inconclusive.

(list continues)
Screening CC(C)c1ccc(NC(=O)CN2CCN(C(=O)C3CCCO3)CC2)cc1 (stereo unspecified) returned LmPK inhibitor 2%, Pf growth 48h 9%, Tb PYK inh -2%, HCV inh 26%, Pf growth 96h 11% and Sm TGR inh -1%.
Screening O=[N+]([O-])c1ccccc1/C=N/OCc1ccccc1 returned LmPK inhibitor 0%, Pf growth 48h 106%[activator], Tb PYK inh 2%, HCV inh -9%, Pf growth 96h 108%[activator] and Sm TGR inh -10%.
For O=C(COc1ccccc1)Nc1cccc(-c2ccc(N3CCOCC3)nn2)c1 the results were Pf growth 48h -15%, Tb PYK inh -6%, HCV inh 12%[8.37 µM], Pf growth 96h -10% and Sm TGR inh -5%.
Screening O=C(CNC(=O)C1COc2ccccc2O1)Nc1cc(Cl)ccc1Cl (stereo unspecified) returned Pf growth 48h inconclusive, Tb PYK inh 0%, HCV inh 19%, Pf growth 96h 34%[activator] and Sm TGR inh -2%.
O=C(Cc1ccccc1)Nc1ccc(Br)c(Cl)c1 was read as LmPK inhibitor -2%, Pf growth 48h 48%[activator], Tb PYK inh -3%, HCV inh 28%, Pf growth 96h 154%[activator] and Sm TGR inh -6%.
For Cc1ccc(SCC(=O)OCC(=O)NCCc2ccccc2)cc1 the results were Pf growth 48h 8%, Tb PYK inh 7%, HCV inh 13%, Pf growth 96h -28% and Sm TGR inh -17%.
O=C(CCN1C(=O)/C(=C\c2ccccc2F)SC1=S)N1CCCCC1 was read as LmPK inhibitor 1%, Pf growth 48h 7%, Tb PYK inh -3%, HCV inh 3%, Pf growth 96h inconclusive and Sm TGR inh -9%.
For CCOc1ccc(N(CC)S(=O)(=O)c2cccc3nsnc23)cc1 the results were LmPK inhibitor -1%, Pf growth 48h -2%, Tb PYK inh 11%, HCV inh -19%, Pf growth 96h 6.6µM* and Sm TGR inh -20%.
For Cc1nc(NCC2CCCO2)nc2c1C(=O)CC(C)C2 (stereo unspecified) the results were LmPK inhibitor -14%, Pf growth 48h 6%, Tb PYK inh 2%, HCV inh 9% and Sm TGR inh -5%.
CC1Oc2cc3c(-c4c(O)cc(O)c5c(O)c6c(cc45)OC(C)C(C)C6=O)c(O)cc(O)c3c(O)c2C(=O)C1C (stereo unspecified) was read as LmPK inhibitor -6%, Pf growth 48h 0.37µM*, Tb PYK inh -4%, HCV inh inconclusive, Pf growth 96h 0.52µM* and Sm TGR inh 32µM*.
Screening COc1ccc(C2=NN(C(=O)CSc3ncccn3)C(c3ccc(OC)cc3)C2)cc1 (stereo unspecified) returned LmPK inhibitor 6%, Pf growth 48h 10µM*, Tb PYK inh -6%, HCV inh -13%, Pf growth 96h inconclusive and Sm TGR inh -6%.
COC(=O)c1sc(S(=O)(=O)Oc2ccccc2NC(C)=O)c(C(=O)OC)c1C was read as Pf growth 48h inconclusive, Tb PYK inh 3%, HCV inh inconclusive, Pf growth 96h -20% and Sm TGR inh -21%.
Screening Cc1cc(C(=O)Nc2ccc(F)cc2)c2ccccc2n1 returned LmPK inhibitor -3%, Pf growth 48h 0%, Tb PYK inh 0%, HCV inh -3%, Pf growth 96h -30% and Sm TGR inh 4%.
Cc1cccc(C(=O)Nc2nc3ccc(S(C)(=O)=O)cc3s2)c1 was read as LmPK inhibitor -11%, Pf growth 48h 60%[activator], Tb PYK inh -1%, HCV inh inconclusive, Pf growth 96h -6% and Sm TGR inh -29%.
`COc1cc(OC)cc(C(=O)Nc2nc(CC(=O)NC(C)c3ccccc3)cs2)c1` (stereo unspecified) gave Pf growth 48h inconclusive, Tb PYK inh 0%, HCV inh inconclusive, Pf growth 96h inconclusive and Sm TGR inh -1%.
Screening Cc1c(CN2CCCC(C(=O)c3cccc(Cl)c3)C2)c(=O)n(-c2ccccc2)n1C (stereo unspecified) returned LmPK inhibitor -5%, Pf growth 48h -16%, Tb PYK inh 4%, HCV inh 1%, Pf growth 96h 18% and Sm TGR inh 0%.
NC(=O)Cn1c(=O)n(Cc2ccco2)c(=O)c2c3c(sc21)CCCCC3 was read as LmPK inhibitor -2%, Pf growth 48h inconclusive, Tb PYK inh inconclusive, HCV inh 6%, Pf growth 96h -17% and Sm TGR inh 7.1µM*.
`O=C(Cc1cccs1)N1CCN(c2ccccn2)CC1` gave LmPK inhibitor 3%, Pf growth 48h 4%, Tb PYK inh 2%, HCV inh inconclusive, Pf growth 96h -15% and Sm TGR inh 9%.
`Cc1ccc(S(=O)(=O)N2CCN(C(=O)CCn3nc(C)c(C)c3C)CC2)cc1C` gave LmPK inhibitor -1%, Pf growth 48h -1%, Tb PYK inh 0%, HCV inh 0%, Pf growth 96h 92%[activator] and Sm TGR inh -6%.
For CN(C(=O)COC(=O)c1ccccc1Nc1ccccc1)c1c(N)n(Cc2ccccc2)c(=O)[nH]c1=O the results were Pf growth 48h inconclusive, Tb PYK inh -7%, HCV inh inconclusive, Pf growth 96h inconclusive and Sm TGR inh 0%.
O=C(CSc1ccccc1F)NCC1(N2CCCCC2)CCCCC1 was read as Pf growth 48h -16%, Tb PYK inh -8%, HCV inh 10%, Pf growth 96h inconclusive and Sm TGR inh -3%.
CC(C)Cn1c(N2CCN(C(=O)c3cccs3)CC2)nc2ccccc21 was read as LmPK inhibitor 2%, Pf growth 48h inconclusive, Tb PYK inh 0%, HCV inh -20%, Pf growth 96h -18% and Sm TGR inh -9%.
`O=C(Cc1nnc(NC(=O)Nc2ccc(Cl)cc2)s1)NCc1ccccc1` gave LmPK inhibitor 1%, Pf growth 48h 16%, Tb PYK inh -3%, HCV inh 13%, Pf growth 96h -4% and Sm TGR inh 2%.
